Screening results: PubChem BioAssay, National Center for Advancing Translational Sciences (NCATS)
KB-3-1 cytotox – kills parental KB-3-1 adenocarcinoma cells; KB-3-1 viability, CellTiter-Glo ATP luminescence, 72 h; Potency, µM (top dose mostly 46.1 µM), for inactives: at the top dose activity change, negative = cytotoxic, actives largely listed as cytotoxic; hit rate 1.4% among 400,000; AID 1347075; further: potency means the concentration at half of the fitted maximal effect; on the % scale 0 is the no-effect control and ±100 the full control effect; nearly all actives have a fitted effect of over 60% in size
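Screening of KB-3-1 cells (DMEM, 10% FBS, phenol-red free) ran from lowest to highest compound concentration; after 72 h at 37 °C viability was read luminescently and curves fitted.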
SW480 rerep – inducers of DNA re-replication in SW480 colon cancer cells | SW480 DNA re-replication, Hoechst DNA content imaging, 48 h | Potency, µM (titrated, usually from 46.1 µM), inactives show top-dose re-replication activation, most hits filed as activators | hit rate 1.8% among 340,000 | AID 624297; further: potency means the concentration at half of the fitted maximal effect; % of control where 0% means no effect; nearly all actives have a fitted effect of over 55% in size
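Hoechst fluorescence of nuclei (405 nm excitation, 500-530 nm emission) measured by plate-scanning imager after 48 hr compound exposure at 37 C; re-replication scored as increased number of nuclei with elevated intensity.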
D3 antag – D3 dopamine receptor (human) antagonism; hit rate 2.5% among 360,000; max response, negative = inhibition, %; D3R cells, DiscoveRx beta-arrestin luminescence, antagonist mode; hits give low values; in the data active means max response below about -50%; inconclusive means no clear call, values can overlap the other calls; further: on the % scale 0 is the no-effect control and ±100 the full control effect; mostly tested at two doses, the higher about 12 µM
Target sequence (P35462 whole entry, looked up): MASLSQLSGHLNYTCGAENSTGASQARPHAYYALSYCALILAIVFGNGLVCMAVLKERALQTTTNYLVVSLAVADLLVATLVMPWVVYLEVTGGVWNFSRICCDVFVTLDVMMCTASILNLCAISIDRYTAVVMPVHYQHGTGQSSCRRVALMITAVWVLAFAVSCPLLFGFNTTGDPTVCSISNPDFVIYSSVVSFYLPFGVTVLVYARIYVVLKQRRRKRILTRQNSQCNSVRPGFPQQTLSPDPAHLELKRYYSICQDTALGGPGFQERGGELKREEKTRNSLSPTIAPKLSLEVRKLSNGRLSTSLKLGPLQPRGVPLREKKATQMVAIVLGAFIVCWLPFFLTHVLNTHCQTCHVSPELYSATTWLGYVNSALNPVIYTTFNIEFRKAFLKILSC
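Cells expressing the human receptor were seeded at 1500 cells/well, incubated overnight at 37 degrees C in 5% CO2, then exposed to library compounds with dopamine controls for 90 minutes at 37 degrees C before luminescent detection.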
HT1080-NT tox – kills 2HG-producing HT-1080-NT fibrosarcoma cells; HT-1080-NT fibrosarcoma viability, CellTiter-Glo ATP luminescence, 48 h; Potency, µM (highest dose often 46.1 µM), for inactives: top-dose activity, negative = less viability, most hits filed as cytotoxic; hit rate 1.6% among 360,000; AID 686970;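 further: NT is the 2HG producing partner of a matched IDH1 knockdown line; potency means the concentration at half of the fitted maximal effect; 0% = DMSO-treated cells and -100% = media-only wells without cells; nearly all actives have a fitted effect of over 55% in size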
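HT-1080-NT; 750 cells/well; 5% FBS RPMI; 48 h compound, 37 degrees C; CellTiter-Glo luminescence; curve fitting and curve-class assignment.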
KB-V1 cytotox – KB-V1 MDR subline cytotoxicity. Potency, µM (highest dose often 46.1 µM), without a hit: top-dose activity change, negative = cytotoxicity, most hits filed as cytotoxic. AID 1347076. KB-V1 MDR cells viability, CellTiter-Glo, 72 h. hit rate 3.4% among 400,000; further: potency means the concentration at half of the fitted maximal effect; on the % scale 0 is the no-effect control and ±100 the full control effect; nearly all actives have a fitted effect of over 60% in size
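Following 72 h at 37 degrees C with compound, KB-V1 cell viability was read by CellTiter-Glo luminescence, medium being phenol-red-free DMEM plus 10% FBS; concentration-response parameters came from normalized, curve-fitted qHTS data.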
GLP1R ag – agonists of human GLP-1 receptor. P43220. HEK293 GLP-1R CRE-luciferase, luminescence, 4-6 h; cells express a hypersensitive GLP-1R form. Potency, µM (highest dose often 45.6 µM), for inactives: at the highest dose activation, usual class: activators. hit rate 0.007% among 380,000. AID 624172; further: potency means the concentration at half of the fitted maximal effect; % of control where 0% means no effect
Target sequence (P43220 whole entry, looked up): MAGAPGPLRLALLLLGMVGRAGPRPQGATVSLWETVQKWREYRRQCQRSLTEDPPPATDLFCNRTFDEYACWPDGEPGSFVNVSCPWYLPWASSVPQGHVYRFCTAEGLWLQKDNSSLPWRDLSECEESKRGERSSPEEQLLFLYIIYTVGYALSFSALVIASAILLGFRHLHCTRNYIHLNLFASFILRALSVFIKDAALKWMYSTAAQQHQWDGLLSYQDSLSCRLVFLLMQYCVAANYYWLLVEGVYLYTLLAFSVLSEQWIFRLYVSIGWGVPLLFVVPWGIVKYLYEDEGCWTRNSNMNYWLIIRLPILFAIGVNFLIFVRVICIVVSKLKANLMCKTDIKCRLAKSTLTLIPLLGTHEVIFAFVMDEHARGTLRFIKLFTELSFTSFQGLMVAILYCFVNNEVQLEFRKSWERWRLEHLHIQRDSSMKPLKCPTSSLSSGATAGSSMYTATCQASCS
IL-1B inflam inh – inflammasome signaling inhibition, IL-1 beta readout. THP-1 LPS/ATP IL-1B secretion, AlphaLISA, 16 h; hits give low values. activity change, % at 57.5 µM. hit rate 4.7% among 360,000; in the data active means activity change below about -50%; inconclusive means mostly about -30% to -49%; further: on the % scale 0 is the no-effect control and ±100 the full control effect
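Secreted IL-1B measured by AlphaLISA bead assay after 16 h compound exposure of THP-1 cells; compounds (final up to 57.5 uM) added 1 h before LPS (250 ng/mL) and ATP (1.25 mM) stimulation; lower signal means less secretion.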
HT1080 IDH1KD tx – HT-1080 IDH1 knockdown cell toxicity (counter line). HT-1080 IDH1 knockdown viability, ATP luminescence, 48 h. Potency, µM (titrated, usually from 46.1 µM), for inactives: top-dose activity, negative = toxicity, most hits filed as cytotoxic. hit rate 2% among 360,000;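 further: potency means the concentration at half of the fitted maximal effect; 0% = DMSO wells and -100% = cell-free medium wells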
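Using the IDH1-knockdown HT-1080 line run in the same batch and compound series as the NT line, viability after 48 h at 37 °C was determined by CellTiter-Glo luminescence and expressed as % activity.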
D3 ag – agonists of human D3 dopamine receptor | hit rate 0.58% among 410,000 | D3R DiscoveRx beta-arrestin cells, luminescence, 90 min | P35462 | max activation, % | AID 652048; in the data active means max activation above about 30%; further: 0% is about no effect; mostly tested at two doses, the higher about 12 µM
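Agonist-mode cell screen: cells plated at 1500/well and incubated overnight at 37 °C, then exposed to library compounds for 90 min at 37 °C. Detection reagent was added for 30–60 min at room temperature, and luminescence was read.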
Starred values were filed as active, the others as inactive; u = inconclusive; x = not tested or not shown; & = joins results of further samples; [ ] = dose if it differs, or a comment. Unless noted, the call rests on the fitted dose curve; in most records, active means well fitted curve in the direction sought with a large enough effect; inconclusive means small, poorly fitted or top-dose-only effect, or another doubt; inactive means no such curve, though single readings can be large; an effect the other way counts as inactive or inconclusive. Hits appear at their usual frequency. About 12% of those tested had a hit in this group.

SMILES	KB-3-1 cytotox	SW480 rerep	D3 antag	HT1080-NT tox	KB-V1 cytotox	GLP1R ag	IL-1B inflam inh	HT1080 IDH1KD tx	D3 ag
C#CCOc1c(Cl)cc(/C=C2/C(=O)ON=C2C)cc1OC	5%	-3%	9	-1%	u	1%	14	14%	3
Cc1ccc(N2CC(C(=O)NCc3n[nH]c(=O)c4ccccc34)CC2=O)cc1C (stereo not drawn)	6%	-4%	0	-7%	u	16%	26	-6%	7
CCS(=O)(=O)N1N=C(c2cccc(NS(C)(=O)=O)c2)CC1c1cccs1 (stereo not drawn)	1%	2%	-6	-5%	15%	0%	0	0%	-4
NC(=O)c1ccc(CN2CCC(Cc3ccccc3)CC2)cc1	-5%	u	-23	-8%	-1%	-2%	-9	-1%	-12
COc1ccc(-c2ccc(CCC(=O)O)n2CC(=O)Nc2ccccc2C)cc1	1%	u	-13	11%	12%	6%	-14	9%	-13
CCOC(=O)c1ccc([N+](=O)[O-])cc1NC(C)=O	4%	-1%	20	0%	-3%	5%	11	-2%	0
C#CCOCCOCCOCCNc1nc(N2CCN(C(=O)Cn3cc(CCO)nn3)CC2)nc(N2CCN(C(=O)[C@H]([C@@H](C)CC)n3cc(CCCN=C(N)N)nn3)CC2)n1	11%	-4%	-3	25%	0%	-1%	10	12%	53*
CCC(NC(=O)C(C)NC)C(=O)N1CCCC1C(=O)NC1CCCc2ccccc21 (stereo not drawn)	-6%	-26%[9.22 µM]	19	-3%	-1%	-6%	-14	-16%	8
O=C(NCCO)c1nc2ccccc2s1	7%	15%	6	0%	7%	12%	14	1%	1
COc1ccc(-c2nc3ccccc3n2Cc2ccc(C)cc2)cc1	-4%	-2%	u	u	-1%	3%	-26	u	0
COc1ccccc1C(=O)Nc1cccc(OCc2cc(=O)n3c(C)csc3n2)c1	1%	x	x	x	u	3%	x	x	0
Cc1oc(-c2ccccc2)cc1C(=O)NC(Cc1c[nH]c2ccccc12)C(=O)O (stereo not drawn)	1%	-7%	3	-4%	-9%	4%	15	3%	2
CCC(C)(C)NC(=O)C(c1ccc(OC)cc1)N(C(=O)CCC(=O)Nc1cc(C)on1)c1ccccc1OC (stereo not drawn)	-4%	3%	2	-13%	u	5%	18	-18%	1
CCn1cc(C(=O)NC2CCCC2)c(=O)c2cc(S(=O)(=O)N3CCOCC3)ccc21	9%	18%	-11	-3%	16%	33%	12	14%	-6
COc1ncccc1C(=O)N1CCCC(C(=O)Nc2cccc(-c3ccc(F)cc3)c2)C1 (stereo not drawn)	-21%	x	14	-5%	u	5%	4	-9%	1
CC1(C)CC(=O)C2=C(C1)NC(=S)C(C#N)C21CCCCC1 (stereo not drawn)	3%	-2%	-1	-1%	0%	4%	16	-2%	1
O=C(/C=C/c1ccc2c(c1)OCO2)Nc1cc(S(=O)(=O)N2CCOCC2)ccc1N1CCOCC1	8%	-7%	-13	2%	0%	6%	5	-5%	0
CC(NC(=O)c1ccc(S(=O)(=O)N(C)C)cc1)c1ccc(-n2ccnc2)cc1 (stereo not drawn)	14%	-2%	0	-2%	u	12%	18	1%	-5
O=C(CCc1ccc(S(=O)(=O)N2CCOCC2)cc1)Nc1ccc(F)cc1[N+](=O)[O-]	x	-4%	11	0%	x	-1%	-4	-1%	3
N#CC1=C(SCc2ccccc2)NC(=O)CC1c1ccco1 (stereo not drawn)	4%	5%	-21	4%	-2%	-8%	-21	-1%	0

Whole records from above. Order of screens: KB-3-1 cytotox, SW480 rerep, D3 antag, HT1080-NT tox, KB-V1 cytotox, GLP1R ag, IL-1B inflam inh, HT1080 IDH1KD tx, D3 ag
Entry for `NC(=O)c1ccc(CN2CCC(Cc3ccccc3)CC2)cc1` : -5%, u, -23, -8%, -1%, -2%, -9, -1%, -12
Entry for `O=C(/C=C/c1ccc2c(c1)OCO2)Nc1cc(S(=O)(=O)N2CCOCC2)ccc1N1CCOCC1` : 8%, -7%, -13, 2%, 0%, 6%, 5, -5%, 0

(next part)
SMILES	KB-3-1 cytotox	SW480 rerep	D3 antag	HT1080-NT tox	KB-V1 cytotox	GLP1R ag	IL-1B inflam inh	HT1080 IDH1KD tx	D3 ag
CC(=O)Nc1ccc(NC(=O)c2ccc(Cl)c(S(=O)(=O)N3CCc4ccccc43)c2)cc1	0%	-3%	13	-7%	-3%	-2%	20	2%	9
CCN1CCc2c(C#N)c(N3CCOCC3)nc(N3CCOCC3)c2C1	15%	-5%	17	12%	0%	-6%	13	19%	-2
CCC(C(=O)NC1CC1)n1nc(C)c2c(C)n(-c3ccc(C)cc3)nc2c1=O (stereo not drawn)	-14%	-7%	-2	-3%	-9%	-4%	28	-4%	-3
COc1ccc([C@H]2C(C(=O)O)=C[C@@H](CC3CCCC3)N2S(=O)(=O)c2ccc(C)cc2)cc1OC	0%	-7%	16	3%	0%	16%	20	6%	-31
CC1N/C(=C\C(=O)c2ccccc2)N(O)C1(C)C (stereo not drawn)	10%	13%	-28	2%	7%	-19%	12	8%	0
CCOC(=O)c1ccc(N2CCN(c3ccc(F)cc3)CC2)c(NC(=O)Nc2cccc(OC)c2)c1	17%	-3%	3	5%	u	-22%	25	0%	19&10
CCCS(=O)(=O)NC(=O)C1(C)CCCN(C(=O)c2cccs2)C1 (stereo not drawn)	0%	x	-7	19%	2%	-1%	1	18%	-5
O=C(N=Nc1c(O)[nH]c2ccc([N+](=O)[O-])cc12)c1ccccc1[N+](=O)[O-]	u	-14%	-18	0%	-16%	6%	0	9%	-1
CC(C)C1Cc2[nH]c(=S)[nH]c(=O)c2C(c2ccc(F)cc2)O1 (stereo not drawn)	0%	x	25	14%	0%	22%	27	22%	6
Cc1ccc2sc(N(CCCN(C)C)C(=O)c3ccc(S(=O)(=O)N(C)C)cc3)nc2c1C	-1%	3%	-13	-10%	-8%	5%	-15	-11%	-11
CCOc1ccc(N(C)C(=O)CCc2nnc3ccc(N4CCCCC4)nn23)cc1	-14%	1%	2	-3%	-13%	6%	-9	0%	-17
CCN(CC)CCNC(=O)c1ccc2c(=O)n3nc(Nc4ccccc4OC)sc3nc2c1	-4%	x	x	x	2%	16%	x	x	-15
Cc1cccc(NC(=O)c2cc([N+](=O)[O-])ccc2Cl)c1O	1%	20%	-5	-10%	5%	0%	-50*	-15%	0
CCC(CC)COC(=O)C(C#N)c1nc2ccccc2nc1N1CCOCC1 (stereo not drawn)	-8%	11%	u	-11%	-14%	10%	-4	-11%	-3
Cc1cc(C)c2sc(N(CCN(C)C)C(=O)c3c(F)cccc3F)nc2c1	-17%	u	-26	-14%	u	12%	-71*	u	-9
Cn1c(=O)[nH]c(=O)c2c1nc(N/N=C/c1cccnc1)n2Cc1ccc(Cl)cc1	0%	-125%[inhibitor]	u	-3%	16%	4%	38	-5%	-10
CN(CC(=O)Nc1ccc(N2CCOCC2)cc1)C(=O)C1CCCC1	11%	-6%	1	13%	13%	10%	-6	15%	-1
Cc1cccc(CCNS(=O)(=O)c2cnc[nH]2)c1	-3%	2%	3	13%	5%	-1%	-17	19%	2
O=C(NCCN1CCOCC1)C1CC(=O)N(c2ccc(F)cc2)C1 (stereo not drawn)	-3%	-6%	9	19%	3%	0%	-12	5%	-7
Cc1cccc(N2C(=O)CC(N3CCC(c4nc5ccccc5[nH]4)CC3)C2=O)c1 (stereo not drawn)	7%	-4%	35	7%	5%	-1%	-4	9%	-18
C=CCSc1nc(C)c(CCC(C)C)c(=O)[nH]1	-1%	-19%	23	7%	1%	-5%	-1	1%	1
CN1CCN(CC(=O)Nc2ccccc2Oc2ccccc2)CC1	3%	-2%	2	-6%	-24%	-2%	-19	4%	-5
CSc1ccccc1NC(=O)COC(=O)c1cnc(C)cn1	-3%	-7%	-1	-5%	-3%	-43%	28	-7%	1
COc1ccc(NC(=O)C2CC(c3ccc(Cl)cc3)=NO2)cc1OC (stereo not drawn)	-6%	0%	38	-6%	-9%	1%	10	-2%	11
CCCCN1CC(COCc2ccccc2)Oc2ccccc2S1(=O)=O (stereo not drawn)	0%	u	-18	-13%	-22%	8%	-14	-1%	-27
CC(NC(=O)c1cccs1)c1nnc(SCc2ccc(Cl)cc2Cl)n1C (stereo not drawn)	-5%	-11%	4	5%	-22%	19%	-11	-1%	-4
CCOC(=O)Cc1nnc(Nc2cccc(C)c2)c2ccccc12	9%	6%	16	5%	-17%	2%	24	0%	-1
O=S(=O)(Nc1ccccn1)c1ccc(C2CCCCC2)cc1	-3%	-5%	-21	u	0%	3%	-29	-15%	-2
O=C(CSc1ncn[nH]1)c1cccc([N+](=O)[O-])c1	22%	13%	1	2%	0%	9%	-11	7%	-2
O=C(c1ccccc1Cl)N1CCN(c2ccccn2)CC1	10%	0%	-17	2%	3%	-7%	-7	-1%	-5
Cc1ccc(S(=O)(=O)/N=C(/Nc2ccc([N+](=O)[O-])cc2)c2ccccc2)cc1	u	26%	-24	-22%	u	15%	12	-21%	-7
Cc1ccc(S(=O)(=O)N2CCN(S(=O)(=O)N3CCOCC3)CC2)cc1	0%	1%	-75*	0%	7%	-9%	0	19%	-2
C=CC[n+]1c(-c2ccc(C)cc2)csc1Nc1c(C)n(C)n(-c2ccccc2)c1=O	u	-4%	-17	-9%	u	8%	4	-10%	-11
Cc1ccccc1OCc1nnc(SCC(=O)Nc2c(C)n(C)n(-c3ccccc3)c2=O)n1-c1ccccc1	8%	10%	10	-3%	2%	11%	0	-1%	-4
CCN(CC)CCn1c(=S)[nH]c2cc(C(=O)N3CC(C)CC(C)C3)ccc2c1=O (stereo not drawn)	-6%	3%	-16	2%	3%	5%	-13	-5%	3
Cn1nnnc1SCC(=O)c1ccc2c(c1)OCCO2	8%	-1%	-7	11%	3%	5%	1	12%	-17
